CCR6 antagonist = CCR6 (human) receptor antagonism; CHO-K1 CCR6 PathHunter beta-arrestin, luminescence, CCL20-stimulated; hit rate 0.49% among 340,000; P51684; inhibition, % at 20 µM;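 active = compounds whose inhibition of the agonist-driven luminescence signal at 20 µM reaches about 50%, limit read from the data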;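 note: cells stimulated with CCL20 at 14 nM final; plate controls were DMSO with CCL20 for no effect and DMSO without agonist for full effect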
Target sequence (P51684 whole entry, looked up): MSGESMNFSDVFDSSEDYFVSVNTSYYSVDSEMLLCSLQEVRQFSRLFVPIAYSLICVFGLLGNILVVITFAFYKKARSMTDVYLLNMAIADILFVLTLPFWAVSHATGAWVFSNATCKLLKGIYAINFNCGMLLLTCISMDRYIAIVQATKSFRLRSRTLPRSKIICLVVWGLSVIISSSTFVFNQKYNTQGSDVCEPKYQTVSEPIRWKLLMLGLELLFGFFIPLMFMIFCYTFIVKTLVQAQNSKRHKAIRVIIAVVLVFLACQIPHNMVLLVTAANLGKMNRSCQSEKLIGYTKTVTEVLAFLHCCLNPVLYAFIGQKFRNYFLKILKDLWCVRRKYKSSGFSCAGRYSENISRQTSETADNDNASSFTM
Apaf1 inhib = human Apaf-1 inhibition | O14727 | reconstituted apoptosome caspase-3 activity, DEVD-Rh110 fluorescence | inhibition, % at 20 µM | hit rate 0.71% among 330,000 | AID 489030; active = inhibition of at least 40% at 20 µM;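 note: plate controls were DMSO wells for no effect and DEVD-CHO caspase inhibitor wells for full effect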
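Assay system – apoptosome proteins · Medium – Hepes buffer, pH 7.5 · Also added – cytochrome c with DEVD-Rh110 · Timing – 30 min compound preincubation, 50 min activation, room temperature · Detection – Rh110 fluorescence, excitation 480 nm, emission 540 nm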
Gli-Sufu block = antagonists of Gli-Sufu signaling; inhibition, % at 5 µM; Sufu-KO-LIGHT fibroblasts, Gli luciferase reporter luminescence; hit rate 0.74% among 340,000;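 active = inhibition above about 55%, limit read from the data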;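 note: 0% = DMSO-treated cells and 100% = wells with medium but no cells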
Jurkat NFkB inh = inhibitors of the PMA/ionomycin-induced NF-kB reporter in Jurkat cells; AID 435003; PMA/ionomycin-induced NF-kB luciferase reporter, luminescence; hit rate 0.53% among 330,000; inhibition, % at 4 µM
EBI2 antag = EBI2 (human) antagonism; P32249; EBI2 beta-arrestin recruitment, luminescence, 7a,25-OHC stimulated; inhibition, % at 5 µM; hit rate 0.81% among 360,000; AID 651636; in the data active = inhibition above about 38%;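 note: enzyme fragment complementation signal reports receptor beta-arrestin coupling in cells; 0% = agonist plus DMSO wells and 100% = wells without agonist; some results beyond the cut were filed as inactive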
Target sequence (P32249 whole entry, looked up, the tested form may be a part): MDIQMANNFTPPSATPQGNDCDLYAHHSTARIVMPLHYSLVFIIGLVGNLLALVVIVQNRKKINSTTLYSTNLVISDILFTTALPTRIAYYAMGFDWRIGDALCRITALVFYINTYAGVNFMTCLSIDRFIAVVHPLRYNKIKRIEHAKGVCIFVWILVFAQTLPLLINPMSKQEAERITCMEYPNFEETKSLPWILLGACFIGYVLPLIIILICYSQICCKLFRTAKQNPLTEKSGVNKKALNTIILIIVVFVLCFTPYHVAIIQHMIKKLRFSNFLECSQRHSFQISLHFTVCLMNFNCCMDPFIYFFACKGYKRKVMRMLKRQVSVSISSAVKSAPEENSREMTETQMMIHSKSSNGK
UBC13 polyUb = blocks human UBC13 polyubiquitin chain formation | P61088 | TR-FRET | inhibition, % at 20 µM | hit rate 0.47% among 330,000 | AID 485273; in the data active = inhibition above about 45%, passing the limit was not always enough
SENP8 block = SENP8 protease inhibition. Q96LD8. purified SENP8, Z-RLRGG-aminoluciferin cleavage, luminescence. inhibition, % at 10 µM. hit rate 1.2% among 330,000. AID 2540
Target sequence (Q96LD8 whole entry, looked up): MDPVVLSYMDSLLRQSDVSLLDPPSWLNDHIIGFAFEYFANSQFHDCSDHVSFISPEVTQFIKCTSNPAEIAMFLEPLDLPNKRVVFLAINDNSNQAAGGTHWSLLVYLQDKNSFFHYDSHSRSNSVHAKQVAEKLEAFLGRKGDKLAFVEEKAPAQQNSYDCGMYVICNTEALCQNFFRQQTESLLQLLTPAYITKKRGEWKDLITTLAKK
697 NFkB inh = lowers PMA/ionomycin-induced NF-kB signal in 697 B cells. 697 B-cell NF-kB luciferase reporter, 16 h. inhibition, % at 4 µM. hit rate 0.33% among 330,000. AID 435022; in the data active = inhibition above about 35%
The depositor's hits bear a star. Cut-off read from the data, not from the text of the source, unless noted: active = inhibition above about 50%; inactive = the rest. This is a subset, so the mix of outcomes need not match the whole.

1) CCC(=O)N(c1nnc(SCC(=O)NN2C(=O)NC3(CCCCC3)C2=O)s1)C1CC1
2) COc1ccc(F)cc1S(=O)(=O)Nc1ccc2c(c1)OCO2
3) Cc1ccc(C)c(NC(=O)COC(=O)CCCN=C2NS(=O)(=O)c3ccccc32)c1
4) Cc1cccc(Nc2nc(N)nc(CN3CCN(c4ccccc4F)CC3)n2)c1
5) O=C(CC1NCCN(Cc2ccccc2)C1=O)Nc1ccc(Cl)cc1 (stereo not given)
6) Cc1cc(C)n(-c2ccc(NC(=O)C3CCCCN3C(=O)c3ccoc3)cc2)n1 (stereo not given)
assay / entry,1,2,3,4,5,6
CCR6 antagonist,4,1,5,12,10,-5
Apaf1 inhib,3,2,0,1,-20,1
Gli-Sufu block,-8,0,-6,7,3,1
Jurkat NFkB inh,-2,4,6,13,-9,-17
EBI2 antag,7,-10,-2,-5,2,-2
UBC13 polyUb,-6,-8,2,10,-2,-4
SENP8 block,-15,-10,8,-1,0,-1
697 NFkB inh,6,-16,5,1,-7,-14

7) CN(C(=O)c1cccc(NC(=O)Cc2ccc([N+](=O)[O-])cc2)c1)C1CC1
8) Cc1ccc(N(CC(=O)N/N=C/c2ccco2)S(=O)(=O)c2ccccc2)cc1
9) O=C1CC(C(=O)NC2CCCCC2)C2(CCCCC2)O1 (stereo not given)
10) Cc1ccc(OC(C)C(=O)Nc2ccccc2C(=O)N2CCN(C)CC2)cc1 (stereo not given)
11) O=C(Nc1cccs1)Nc1ccc(F)cc1F
12) NC(=O)COc1cccc2cccnc12
assay / entry,7,8,9,10,11,12
CCR6 antagonist,3,15,2,-6,-6,-15
Apaf1 inhib,-5,7,-10,-1,-3,-1
Gli-Sufu block,-4,-2,-4,5,15,-2
Jurkat NFkB inh,2,-11,8,-8,-12,-5
EBI2 antag,2,4,0,-14,-13,4
UBC13 polyUb,-2,0,-3,-13,3,2
SENP8 block,-3,2,4,4,-8,-3
697 NFkB inh,-3,6,18,-2,0,13

13) Cc1ccccc1-c1nc(CN2CCC(C(=O)N3CCC(C(N)=O)CC3)CC2)c(C)o1
14) CC1CCN(C(=O)/C(=C\c2ccco2)NC(=O)c2ccccc2)CC1
15) COc1ccc(CNC(=O)c2noc(C(C)C)c2[N+](=O)[O-])cc1
16) Cc1ccc(Sc2cc(C(F)(F)F)nc(N(C)C)n2)cc1
17) O=C(NC1CCS(=O)(=O)C1)c1ccc(S(=O)(=O)N2CCCCC2)cc1 (stereo not given)
18) COc1ccc(N2CCN(C(=O)CN(c3ccccc3)S(C)(=O)=O)CC2)cc1
assay / entry,13,14,15,16,17,18
CCR6 antagonist,6,7,-2,7,2,-4
Apaf1 inhib,18,-11,12,5,-6,2
Gli-Sufu block,-3,-10,3,3,-5,0
Jurkat NFkB inh,-10,17,-5,2,7,13
EBI2 antag,3,-9,-15,2,-2,-1
UBC13 polyUb,10,-4,-11,23,2,-7
SENP8 block,-3,-8,-7,0,1,-9
697 NFkB inh,-13,-3,7,5,19,11

19) CCn1cc(CN(C)S(=O)(=O)c2ccc3ccccc3c2)c(C)n1
20) COCCn1c(SCC(=O)Nc2cccc(F)c2)nc2c(c1=O)SCC2
21) O=C(Nc1ccccc1C(=O)N1CCCC1)c1cccc(S(=O)(=O)N2CCCCC2)c1
22) COc1ccc(C(=O)Nc2c3c(nn2-c2cccc(Cl)c2)CS(=O)C3)cc1 (stereo not given)
23) COc1ccc(OC)c(NC(=O)Cn2c(-c3ccc(Cl)cc3)noc2=O)c1
24) COc1ccc(Oc2nc(-c3ccccn3)ncc2OC)cc1
assay / entry,19,20,21,22,23,24
CCR6 antagonist,6,0,9,3,15,2
Apaf1 inhib,9,3,4,-13,5,-3
Gli-Sufu block,53,12,-15,-10,-24,-2
Jurkat NFkB inh,36,5,9,-4,-15,5
EBI2 antag,-14,4,-4,-5,-5,-7
UBC13 polyUb,-3,2,-4,8,1,-2
SENP8 block,4,-5,9,7,-1,0
697 NFkB inh,-5,2,13,6,-8,11

25) O=C(COC(=O)c1cncc(Br)c1)NCc1ccccc1
26) Cc1cccc(NC(=O)C2CCN(c3nccc(C)n3)CC2)c1
27) Cc1ccc(C(=O)NCCN2CCOCC2)c(Cl)c1
28) Cc1nc(CCNC(=O)COc2ccccc2)cs1
29) O=C(NCc1ccccc1)C(c1ccco1)N(C(=O)c1csnn1)C1CC1 (stereo not given)
30) Nc1nnnn1/N=C/c1cc(Cl)cc(Cl)c1OCc1ccc(Cl)cc1Cl
assay / entry,25,26,27,28,29,30
CCR6 antagonist,1,-4,4,2,-11,-21
Apaf1 inhib,-36,6,-9,-3,-1,4
Gli-Sufu block,0,-3,-3,30,17,-6
Jurkat NFkB inh,9,1,-10,-1,-1,7
EBI2 antag,-11,-5,-11,1,-5,-10
UBC13 polyUb,5,0,8,-5,5,-12
SENP8 block,0,-10,-8,0,2,-1
697 NFkB inh,9,-22,-12,-29,9,-10

31) Cc1n[nH]c(=S)n1-c1cccc(Cl)c1
32) CCCN(CCC)c1nc(Cl)nc(NCCN2CCOCC2)n1
33) CCCCCn1c(=O)c(Cc2ccccc2)c(O)c2ccccc21
34) O=C(Cn1c(NCCO)nc2ccccc21)c1ccc([N+](=O)[O-])cc1
35) N#Cc1cc2c(nc1SCc1ccccc1)CCCCC2
36) CC(=O)OC1CC(n2ccc(NC(=O)c3ccccc3)nc2=O)OC1CO (stereo not given)
assay / entry,31,32,33,34,35,36
CCR6 antagonist,-8,6,11,-6,15,-16
Apaf1 inhib,0,2,-13,3,15,-2
Gli-Sufu block,0,15,4,4,0,16
Jurkat NFkB inh,-5,12,17,-21,-14,9
EBI2 antag,-4,-2,6,4,24,-4
UBC13 polyUb,4,6,26,-9,0,0
SENP8 block,-1,1,-5,0,0,4
697 NFkB inh,11,11,21,-4,0,1

37) Cc1ccnc(-n2sc3ccccc3c2=O)n1
38) FC(F)(F)c1cc(-c2ccccc2)nc(NCc2cccs2)n1
39) O=C(CSc1nnc(-c2cccs2)n1-c1ccccc1)NCc1ccco1
40) O=C(NCC1COc2ccccc2O1)C1CCN(S(=O)(=O)c2ccc(Cl)cc2)CC1 (stereo not given)
41) Cc1cc(Cl)cc2sc(NC(=O)c3ccco3)nc12
42) Cc1ccccc1C(=O)NC(=S)NCc1ccccc1
assay / entry,37,38,39,40,41,42
CCR6 antagonist,14,8,-2,3,-1,9
Apaf1 inhib,26,2,7,7,-6,9
Gli-Sufu block,18,0,11,-4,-64,-14
Jurkat NFkB inh,-3,-10,-9,2,-114,-13
EBI2 antag,12,11,-25,5,-2,-2
UBC13 polyUb,-7,22,6,5,5,7
SENP8 block,-7,-4,4,-7,-4,4
697 NFkB inh,2,0,-9,11,-135,-17

43) CCN(CC)C(=O)Cn1cc(C(=O)C(=O)N2CCN(c3ccc([N+](=O)[O-])cc3)CC2)c2ccccc21
44) O=C(CN1CCN(c2ccccc2F)CC1)NCc1ccc(Cl)cc1
45) CCN1CCN(c2ncc(C(=O)N3CCCc4ccccc43)c3ccccc23)CC1
46) CN(C(=O)COC(=O)COc1ccccc1F)C1CCS(=O)(=O)C1 (stereo not given)
47) CCOc1ccc(-n2c(SCC(N)=O)nnc2-c2cccnc2)cc1
48) CC(=O)Nc1sc(-c2ccc(Cl)cc2)nc1-c1ccccc1
assay / entry,43,44,45,46,47,48
CCR6 antagonist,12,-3,5,16,10,4
Apaf1 inhib,8,-3,18,3,7,5
Gli-Sufu block,24,10,13,-3,0,-5
Jurkat NFkB inh,5,1,-14,1,2,3
EBI2 antag,0,-15,-2,1,-1,9
UBC13 polyUb,-9,0,-12,2,0,-1
SENP8 block,2,-2,-4,-3,-1,-1
697 NFkB inh,3,-1,-38,12,10,21

49) COc1ccc(/C=C\c2cc(OC)c(OC)cc2CC[N+](C)(C)C)cc1OC
50) CCCCSc1cc(=O)n(-c2ccccc2)nc1C(=O)OCC
51) CC(=O)Nc1ccc(NC(=O)C(C)OC(=O)CNS(=O)(=O)c2cccc(Cl)c2)cc1 (stereo not given)
52) CCOc1ncccc1C(=O)NCc1ccccc1F
53) CN1CCN(CC(=O)n2c3c(c4ccccc42)CCCC3)CC1
54) CS(=O)(=O)N1N=C(c2ccco2)CC1c1cccc([N+](=O)[O-])c1 (stereo not given)
assay / entry,49,50,51,52,53,54
CCR6 antagonist,10,-5,-1,7,5,15
Apaf1 inhib,-5,7,3,-12,12,-24
Gli-Sufu block,3,-3,3,-16,5,4
Jurkat NFkB inh,1,-18,18,-10,-4,10
EBI2 antag,-5,4,-1,1,-7,4
UBC13 polyUb,-2,-1,-3,6,-12,16
SENP8 block,3,-3,-6,4,15,1
697 NFkB inh,-4,2,12,-15,-14,-4

55) CSc1ccccc1NC(=O)Cn1nc([N+](=O)[O-])cc1C
56) O=C(COC(=O)c1nc(Cl)ccc1Cl)NCc1cccs1
57) COc1cc(CN2CCN(C(=O)c3ccccc3F)CC2)cc(OC)c1OC
58) Cc1ccccc1OCC(=O)NNC(=O)Cn1[nH]c(=O)c2ccccc2c1=O
59) O=C(NCCCn1ccnc1)c1cccnc1
60) CC(C)c1nnc(NC(=O)c2cc3cc(Br)ccc3oc2=O)s1
assay / entry,55,56,57,58,59,60
CCR6 antagonist,11,7,3,10,2,15
Apaf1 inhib,-7,-3,-5,8,10,6
Gli-Sufu block,1,-11,6,2,7,3
Jurkat NFkB inh,-5,3,-3,-16,-4,5
EBI2 antag,5,-16,-2,8,0,-12
UBC13 polyUb,4,-12,-1,-14,2,-4
SENP8 block,2,8,5,-7,6,2
697 NFkB inh,8,9,12,2,25,-2

61) O=C(CCNC(=O)c1ccco1)Nc1ccccc1
62) O=c1c(O)cccc2cc(O)c(O)c(O)c12
63) Cc1cc(NC(=O)c2ccc(Cl)cc2)n(CCOC(=O)c2ccc(Cl)cc2)n1
64) CCOc1ccc(Br)cc1S(=O)(=O)Nc1cccnc1
65) CCOc1ccc(NC(=O)CCC(=O)NNC(=O)c2ccccc2Cl)cc1
66) CCOC(=O)C1(C)/C(=N/Nc2cccc(Cl)c2)C(=O)C(=O)N1c1ccccc1 (stereo not given)
assay / entry,61,62,63,64,65,66
CCR6 antagonist,12,22,2,9,0,28
Apaf1 inhib,0,11,17,-7,-3,22
Gli-Sufu block,-12,10,-4,-21,0,-16
Jurkat NFkB inh,-2,7,21,2,13,3
EBI2 antag,-6,0,-1,-4,10,10
UBC13 polyUb,-2,42,10,-5,6,-116
SENP8 block,-3,6,-7,7,-3,9
697 NFkB inh,10,5,0,8,8,23

Another view of some results above.
18) COc1ccc(N2CCN(C(=O)CN(c3ccccc3)S(C)(=O)=O)CC2)cc1
  CCR6 antagonist: -4 | Apaf1 inhib: 2 | Gli-Sufu block: 0 | Jurkat NFkB inh: 13 | EBI2 antag: -1 | UBC13 polyUb: -7 | SENP8 block: -9 | 697 NFkB inh: 11
19) CCn1cc(CN(C)S(=O)(=O)c2ccc3ccccc3c2)c(C)n1
  CCR6 antagonist: 6 | Apaf1 inhib: 9 | Gli-Sufu block: 53 | Jurkat NFkB inh: 36 | EBI2 antag: -14 | UBC13 polyUb: -3 | SENP8 block: 4 | 697 NFkB inh: -5
20) COCCn1c(SCC(=O)Nc2cccc(F)c2)nc2c(c1=O)SCC2
  CCR6 antagonist: 0 | Apaf1 inhib: 3 | Gli-Sufu block: 12 | Jurkat NFkB inh: 5 | EBI2 antag: 4 | UBC13 polyUb: 2 | SENP8 block: -5 | 697 NFkB inh: 2
